Screens: PubChem BioAssay, several laboratories
AddAB inh – less growth of phage-infected E. coli with AddAB; E. coli expressing H. pylori AddAB, absorbance growth; inhibition, % at 11.9 µM; 330,000 tested, 0.29% active; in the data active = inhibition above about 12%;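 also: 0% = vehicle wells of infected cells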
Wnt bcat act – activates Wnt/beta-catenin signaling in a reporter cell assay | 300,000 tested, 1.2% active | activator, plate reader | activation, % at 9.35 µM; in the data active = activation above about 30%, passing the limit was not always enough; inconclusive = no clear call, values can overlap the other calls;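 also: 0% = neutral control wells and 100% = positive control wells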
E coli growth – counter-screen for AddAB inhibitors: E. coli growth inhibition | E. coli V3065 growth, OD600 absorbance, 18 h | inhibition, % at 11.9 µM | 330,000 tested, 0.27% active | AID 449728;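 active = inhibition above the campaign's mean inhibition across all tested compounds plus 3 SD, cut at about 9.9% in these data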;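 also: uninfected addAB+ strain grown without phage in ampicillin broth; 0% = DMSO wells and 100% = ciprofloxacin 0.95 µg/ml wells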
SR-BI DiI inh – mouse SR-BI HDL lipid transfer inhibition | ldlA[mSR-BI] CHO cells, DiI-HDL uptake fluorescence, 3 h | inhibition, % at 12.5 µM | Q61009 | 320,000 tested, 0.96% active;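 active = mean replicate inhibition of at least 70% and a set share of replicates each scoring 70 or more; inconclusive = meets just one of the two criteria; inactive = fails both criteria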;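 also: 0% = median of neutral control wells and 100% = median of positive control wells; values of inactives mirror those of a sister screen read the other way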
Target sequence (Q61009 whole entry, looked up): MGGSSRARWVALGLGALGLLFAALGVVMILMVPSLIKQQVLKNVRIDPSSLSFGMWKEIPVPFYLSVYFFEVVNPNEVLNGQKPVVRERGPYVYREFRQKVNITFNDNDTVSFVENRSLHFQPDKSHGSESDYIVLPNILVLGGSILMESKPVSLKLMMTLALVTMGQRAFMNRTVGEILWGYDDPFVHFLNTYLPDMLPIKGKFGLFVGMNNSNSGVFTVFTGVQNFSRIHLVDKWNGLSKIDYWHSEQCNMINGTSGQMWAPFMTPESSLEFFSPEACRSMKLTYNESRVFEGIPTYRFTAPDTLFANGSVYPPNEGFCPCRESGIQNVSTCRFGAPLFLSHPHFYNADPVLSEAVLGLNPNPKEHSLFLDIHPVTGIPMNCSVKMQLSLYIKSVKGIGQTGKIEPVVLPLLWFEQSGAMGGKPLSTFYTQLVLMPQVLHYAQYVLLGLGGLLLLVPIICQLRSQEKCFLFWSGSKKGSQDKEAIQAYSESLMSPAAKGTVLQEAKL
CAL PDZ FP-1 – CAL PDZ (human) peptide binding inhibition; Q9HD26; purified CAL PDZ, TMR-peptide fluorescence polarization, 1 h; inhibition, % at 24.9 µM; 300,000 tested, 0.92% active; AID 602252;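 active = mean inhibition of at least 30% with at least half of replicates also reaching 30%; inconclusive = no clear call, values can overlap the other calls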;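 also: 0% = DMSO neutral control and 100% = excess unlabeled competitor peptide PRC23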
phage Ecoli inh – E. coli growth loss with phage present. growth absorbance. inhibition, % at 11.9 µM. 360,000 tested, 0.26% active. AID 651602; in the data active = inhibition above about 11%
MITF act – MITF TRPM1 promoter activation in melanoma cells; activation, % at 12.5 µM; SK-MEL-5 TRPM1-promoter luciferase, 24 h; % of positive control, neutral wells = 0; 300,000 tested, 0.75% active;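 active = mean activation of at least 80% with every replicate also reaching 80%; inconclusive = mean reaches 80% but some replicate falls short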;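 also: 0% = neutral control wells and 100% = parthenolide positive control wells; values of inactives mirror those of a sister screen read the other way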
CAL PDZ FP-2 – human CAL PDZ-peptide interaction inhibition. Q9HD26. purified CAL PDZ, TMR-peptide fluorescence polarization, 1 h. inhibition, % at 20 µM. 330,000 tested, 0.02% active. AID 504414;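 active = highest replicate inhibition of at least 40%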;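 also: plate controls were DMSO neutral control wells for no effect and unlabeled competitor peptide control wells for full effect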
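Material: tagged CAL PDZ domain; buffer or medium: 25 mM sodium phosphate pH 7.4, 150 mM NaCl, TCEP, IgG, Thesit; compound dosing: single point, 20 µM; schedule: 1 h incubation at room temperature before polarization reading; measured by: FP readout, S and P plane fluorescence; read-out basis: percent inhibition from loss of millipolarization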
Tat transport – inhibitors of E. coli Tat protein transport. E. coli MC4100 TorA-mCherry Tat export, fluorescence. 340,000 tested, 0.036% active. inhibition, % at 10 µM;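 active = mean replicate inhibition at least 50% and at least half of replicates individually reaching 50%; inconclusive = only one of the two criteria met; inactive = neither criterion met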;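 also: exported cargo escapes ClpAP degradation while cytoplasmic cargo is degraded and loses fluorescence; 0% = median of neutral control wells and 100% = median of NaSCN control wells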
SR-BI DiI-HDL act – enhances SR-BI lipid uptake from DiI-HDL. CHO ldlA[mSR-BI] cells, DiI-HDL uptake fluorescence, 3 h; 100 = double the neutral-control signal. activation, % at 12.5 µM. 320,000 tested, 0.096% active. AID 504775;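 active = mean replicate activation of at least 60% and every replicate at or above 60%; inconclusive = mean or all-replicate condition met, but not both; inactive = mean below 60% and not all replicates reaching 60%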;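 also: 0% = median plate neutral-control signal and 100% = twice that signal; values of inactives mirror those of a sister screen read the other way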
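Test system: SR-BI-overexpressing, LDLR-lacking CHO cells; Also added: labelled HDL, 10 µg/mL; Measured by: bottom-read cell fluorescence after medium removal, ex 550/em 595 nm; Timing: 3 h uptake period with compound, 37 °C; Buffer or medium: F12, 0.5% BSA, 25 mM HEPES; Doses: single compound concentration, delivered by pin transfer.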
* = called active by the depositor; u = inconclusive; x = no result given. This is a subset. The share of hits here may be higher or lower than overall.

SMILES	AddAB inh	Wnt bcat act	E coli growth	SR-BI DiI inh	CAL PDZ FP-1	phage Ecoli inh	MITF act	CAL PDZ FP-2	Tat transport	SR-BI DiI-HDL act
COc1ccccc1CC1/C(=N/O)C2CCN1CC2 (centres undefined)	2.3	-0.4	0.5	2.9	-1.6	1.9	2.0	-0.6	-9.6	-2.9
COc1ccc(S(=O)(=O)NC(CC(=O)N2CCC3(CC2)OCCO3)C(C)C)cc1 (centres undefined)	0.1	-0.2	2.4	17.9	-3.8	1.7	3.2	-2.0	-0.5	-17.9
CCN1CCN(C(=O)COc2ccc(S(=O)(=O)N(C)Cc3ccccc3)cc2)CC1	0.8	x	-0.7	-21.8	x	-0.2	-4.3	-2.6	1.9	21.8
CN1C(=O)N(C)C(=O)C2(Cc3cc(NC(=O)c4ccccc4)ccc3N3CCCC32)C1=O (centres undefined)	-2.9	-1.9	-3.0	38.1	-6.2	2.3	-10.1	-2.7	4.2	-38.1
O=c1cccc2n1CC1CC2CN(C(c2ccccc2)c2sc3ncnn3c2O)C1 (centres undefined)	0.2	1.8	-2.3	-5.9	x	1.1	x	0.5	-4.3	5.9
Cc1c(C(=O)N2CCC3(CC2)OCCO3)sc2ncnc(N3CCN(c4ccccn4)CC3)c12	-1.2	-0.2	-3.7	-4.6	-1.9	-0.9	-0.7	-3.2	0.5	4.6
CCCC(=O)NC(Oc1ccccc1Cl)C(Cl)(Cl)Cl (centres undefined)	1.5	-0.5	2.2	2.7	-2.0	1.6	6.8	-1.2	-2.7	-2.7
Cc1cc(/C=C2\C(=O)NC(=O)N(c3ccc(Br)cc3)C2=O)c(C)n1C	1.2	-11.3	-4.0	-26.3	-1.7	1.7	-0.3	-3.7	-8.0	26.3
O=C1NC(=O)C(=Cc2ccc3ccccc3c2)C(=O)N1	-2.2	8.6	-2.9	-9.8	1.0	-1.9	5.3	-0.2	-0.9	9.8
COC(=O)C1=C(c2ccc3ccccc3c2)C[C@@H]2CC[C@H]1N2C(=O)N1CCC(O)CC1	-3.7	x	-2.5	-11.3	-2.5	x	-13.3	-0.6	1.3	11.3
CC(C)(C)N1Cc2ccccc2C1=N	0.9	x	-1.3	6.6	-0.3	4.0	-6.8	-0.1	-3.9	-6.6
CC1(C)C(c2ccccc2)=NC(c2cccnc2)N1O (centres undefined)	-1.3	-2.8	-1.6	-32.4	-0.6	-0.1	-1.4	-0.2	4.1	32.3
O=C(CNC(=O)OCc1ccccc1)Nc1ccc(Br)cc1C(=O)c1ccccc1	3.6	x	1.5	-0.4	-3.5	0.8	-32.5	x	-4.7	0.4
O=c1[nH]c(=O)n(Cc2ccco2)c(O)c1C=NC1CCN(Cc2ccccc2)CC1	-1.1	-0.8	-2.6	x	x	2.8	x	x	x	x
O=C1NC(=O)C(=Cc2ccsc2)C(=O)N1	1.1	-2.2	2.3	-5.9	-0.6	3.9	2.2	0.6	-4.1	5.9
COC(=O)C1=C(c2ccc(-c3ccccc3)c(F)c2)C[C@@H]2CC[C@H]1N2C(=O)NC1CC1	1.8	-2.8	-0.7	4.2	0.7	0.6	-19.2	-1.1	-3.9	-4.2
Cc1ccc2c(c1)C1C[N+](C)(CC(=O)c3ccc(Cl)cc3Cl)CCC1N2C(=O)c1ccc(F)cc1 (centres undefined)	2.2	17.6	1.1	23.1	x	2.5	46.1	-4.1	8.4	-23.1
CC(C)(C)n1cc(C(=O)c2ccccc2OCCCF)cn1	-0.2	-2.5	-2.4	0.1	-0.1	-2.6	9.8	x	-3.2	-0.1
Cc1nc2ccsc2c(=O)n1-c1ccccc1Cl	3.1	-1.4	0.8	x	2.5	3.5	x	-2.2	1.3	x
O=c1c2ccccc2nc(-c2ccccc2Cl)n1-c1cccc(O)c1	x	-2.1	x	2.5	11.4	4.4	x	-2.1	3.5	-2.5
COc1cccc2cc(-c3cc(=O)oc4ccc(OC(=O)N(C)C)cc34)oc12	1.4	-1.3	0.6	7.2	4.5	1.3	-1.0	-1.5	-1.9	-7.2
CCOc1cc(C=C2C(=O)NC(=O)NC2=O)ccc1OCC(=O)N1CCOCC1	0.1	-4.5	0.7	-2.6	3.8	2.4	16.8	0.3	-3.8	2.6
Cc1cc(C)cc(N2C(=O)NC(=O)/C(=C\c3cccn3-c3ccccc3)C2=O)c1	3.2	9.8	1.1	-48.2	-5.6	2.1	-64.9	-0.7	8.6	48.2
Cc1cccc(OP(N)(=O)Oc2cccc(C)c2C)c1C	-0.3	-5.0	-0.1	-3.1	-3.1	-1.0	x	-0.4	11.6	3.1
COC(=O)C1=C(c2ccccc2)C[C@@H]2CC[C@H]1N2C(=O)N1CCCC1	1.1	-3.9	1.6	x	-2.7	-0.3	1.5	0.5	2.6	x
CN1C(=O)C(=Cc2ccccc2Oc2ccc(Cl)cc2)C(=O)N(C)C1=O	2.0	x	-1.3	-10.4	-0.6	2.8	-14.9	x	2.1	10.4
O=C(NCNC(=O)NC1C(=O)NC(=O)N1CO)NC1C(=O)NC(=O)N1CO (centres undefined)	-4.6	-4.5	-1.3	-3.3	-2.1	2.4	-5.0	-0.2	-12.7	3.3
O=C1NCN(c2ccccc2)C12CCNCC2	-1.6	11.2	-2.1	-4.5	-16.7	3.1	4.8	x	3.5	4.5
NCCc1ccc(O)cc1	-1.4	-2.5	0.0	2.8	-4.0	2.2	-4.2	0.0	13.1	7.1
Cc1ccc(-n2c(C)nc3ccccc3c2=O)cc1C	-1.3	x	-2.5	-33.5	-1.0	1.4	-4.7	-1.9	-1.1	33.5
COc1ccc2[nH]c(C)c(CCNCc3cccnc3)c2c1	0.1	1.9	-1.2	-2.6	-3.6	-0.5	-14.0	0.7	-5.8	2.6
COCCNC(=O)Cn1cc(C(=O)c2ccccc2F)c2ccccc21	-2.2	1.0	-1.3	-10.4	1.1	43.6*	-1.7	x	-0.8	10.4
COc1cc2c(C(=O)O)c(C)n(C)c2cc1Br	-0.3	x	-1.1	-1.0	-3.9	4.3	6.9	-2.5	-7.6	1.0
O=C1NC2C(=CC(O)C(O)C2O)c2cc3c(c(O)c21)OCO3 (centres undefined)	x	-25.5	x	9.0	-6.0	2.1	x	-1.5	7.0	-9.0
Fc1ccccc1CNCCc1c[nH]c2ccccc12	-0.2	5.2	0.7	-8.2	0.5	2.3	0.7	-0.4	-1.2	8.2
COc1ccc(N2C(=O)/C(=C/c3ccc(C)o3)C(=O)NC2=S)cc1	x	0.7	x	0.6	-10.2	3.8	-22.4	-1.3	3.6	-0.6
CC1(C)CN=C(Nc2ccc(F)c(Cl)c2)S1	-1.3	1.4	-0.2	-13.4	-1.0	3.0	x	-0.7	-5.3	13.4
CC(=NCc1cccnc1)c1c(O)n(-c2ccc(Cl)cc2)c(=O)[nH]c1=O	0.3	2.5	0.7	-5.7	45.5*	2.2	-4.4	-0.3	0.9	5.7
Cc1ccc2c(c1)C1CN(C)CCC1N2C(=O)/C=C/c1ccc2c(c1)OCO2 (centres undefined)	5.0	-1.3	0.4	2.3	-4.3	1.2	8.4	-3.0	-1.0	-2.3
Cc1cc(C=C2C(=O)NC(=O)NC2=O)c(C)n1-c1ccncc1	1.0	-0.1	2.8	-6.2	49.2*	1.8	6.0	-0.3	1.5	6.2
CC1([N+](=O)[O-])COP(=O)(NC2CC2)OC1 (centres undefined)	x	0.5	x	-7.7	-2.0	0.7	-4.2	-0.2	4.1	7.7
C=CCn1c(O)c(C(CC)=Nc2cccc(C(F)(F)F)c2)c(=O)[nH]c1=O	3.3	0.1	1.6	-2.0	x	4.1	-8.4	-0.2	-5.8	2.0
C[C@@]1([C@@H](NP(=O)(c2ccccc2)c2ccccc2)c2ccccc2)C[C@H]1CCO	-0.2	-6.7	-4.0	4.4	-1.0	-0.3	-1.7	0.7	4.0	-4.4
CCCN1CC(C)C(OC(C)=O)(c2ccccc2)CC1C (centres undefined)	3.0	x	1.4	-11.0	-1.9	0.3	6.9	1.0	u	11.0
COc1ccc(CCn2c(O)c(C=Nc3ccc(F)cc3)c(=O)[nH]c2=O)cc1OC	4.8	14.8	-0.9	x	x	1.6	x	x	x	x
C[C@]12CCC3C(CC[C@H]4C[C@@H](O)CC[C@]34C)C1C[C@@H](Br)[C@@H]2O (some centres undefined)	-0.7	-1.1	0.3	x	x	2.2	x	x	x	x
COC(=O)C1=C(c2cccc(OC)c2OC)C[C@@H]2CC[C@H]1N2C(=O)N1CCC(C)CC1	1.6	1.0	-0.8	-0.4	0.2	0.4	-8.0	1.2	2.1	0.4
N=C1c2ccccc2CN1c1ncccn1	0.5	-0.9	0.4	-22.4	-3.7	2.7	-2.0	-10.5	u	22.4
CC(=NCCN1CCCCC1)c1c(O)n(Cc2ccccc2)c(=O)[nH]c1=O	-0.3	x	-1.0	-9.8	x	3.0	15.7	-2.0	-2.7	9.8
Cc1ccc(N2C(=O)NC(=O)/C(=C\c3ccoc3)C2=O)cc1	-0.8	0.3	-0.7	-13.7	-0.1	1.1	-8.4	0.5	24.1	13.7
Cc1ccc(C2SCC(=O)Nc3c2c(=O)[nH]n3C2CCOC(C)(C)C2)cc1 (centres undefined)	2.1	-2.6	-0.6	x	1.3	-1.7	6.7	-2.5	-5.0	x
Cc1occc1C(=O)N1CCC2(CC1)OCCO2	0.5	x	-2.1	-25.6	x	2.8	15.9	-1.0	-0.5	25.6
O=C(O)Cn1cc(/C=C2\C(=O)NC(=O)N(c3ccc(Cl)cc3)C2=O)c2ccccc21	1.9	2.6	-1.6	-9.5	-1.9	-1.4	0.9	-1.4	-7.8	9.5
Cc1cccc(N=Nc2ccc(N(C)C)cc2)c1	2.8	49.3*	2.3	-14.6	-4.0	1.9	56.0	-0.5	10.6	14.6
O=C(Nc1ccc2c(c1)OCO2)c1cn(Cc2ccc(F)cc2)nn1	2.7	x	0.6	-11.2	4.4	2.7	39.1	-1.2	-6.2	11.2
COc1ccc(N=C2SCCCN2C)cc1	2.4	-6.7	-1.2	-1.3	-1.6	1.5	0.0	0.7	-4.0	1.3

Of the compounds above, these contain a COOH group.
SMILES	AddAB inh	Wnt bcat act	E coli growth	SR-BI DiI inh	CAL PDZ FP-1	phage Ecoli inh	MITF act	CAL PDZ FP-2	Tat transport	SR-BI DiI-HDL act
COc1cc2c(C(=O)O)c(C)n(C)c2cc1Br	-0.3	x	-1.1	-1.0	-3.9	4.3	6.9	-2.5	-7.6	1.0
O=C(O)Cn1cc(/C=C2\C(=O)NC(=O)N(c3ccc(Cl)cc3)C2=O)c2ccccc21	1.9	2.6	-1.6	-9.5	-1.9	-1.4	0.9	-1.4	-7.8	9.5
